Source: PubChem BioAssay (National Center for Advancing Translational Sciences (NCATS))
KCNH2 WT inh: blocks the wildtype human KCNH2 potassium channel; Q12809; U2OS, BacMam KCNH2, thallium flux FluxOr; active compounds read low; activity change, % at 1.84 µM; 340,000 compounds, 0.37% hits; AID 720551;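 active = maximum activity change below -70%; inconclusive = maximum activity change between -70% and -50%; inactive = maximum activity change above -50%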; note: % is set by controls: 0 for no effect and ±100 for the full control effect
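U2OS cells were transduced with wild-type KCNH2 virus (2.03 x 10^8 / mL) for 4 h at room temperature, then cultured overnight at 37 C. Thallium flux was read with FluxOr dye. Rate constants were normalized to DMSO controls.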
FBPA coupling cs: counter-screen for Giardia aldolase inhibitors: coupling enzyme system. 290,000 compounds, 0.67% hits. activity change, negative = inhibition, % at 58.2 µM, hits read low. coupling enzyme system counterscreen, AmpLite Red fluorescence. AID 2472; in the data active = activity change below about -30%; note: % is set by controls: 0 for no effect and ±100 for the full control effect
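Counterscreen lacking aldolase: glyceraldehyde-3-phosphate coupling-enzyme reagent preincubated 10 min at RT with compound (at 57.5 uM final), then substrate/coupling system with AmpLite Red added; fluorescence read at 525/598 nm after 20 min RT.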
Integrin act MD: activators of alpha7 integrin expression for muscular dystrophy; alpha7betagal myoblasts, beta-gal FDG fluorescence, 48 h; Potency, µM (highest dose often 38.3 µM), inactives show top-dose activation, hits mostly activators; 350,000 compounds, 0.064% hits;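 note: potency is the fitted concentration of half-maximal effect; 100% = response of the positive control SU9516; nearly all actives have a fitted effect of over 60% in size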
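Alpha7betagal+/- myoblasts (passage 13) were plated 16-24 hr, then exposed to compounds (1:260 dilution of DMSO stock) for 48 hours at 37C. After MPER lysis, β-galactosidase reporter activity was read as FDG fluorescence (ex 480/em 540) after 30 minutes.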
GALK inhibitor: blocks human galactokinase activity; P51570; Purified GALK, Kinase-Glo residual ATP luminescence; Potency, µM (series often up to 57.5 µM), inactives show at the top dose activity change, negative = inhibition, usual class: inhibitors; 270,000 compounds, 0.007% hits; AID 1868; note: potency is the fitted concentration of half-maximal effect; % is set by controls: 0 for no effect and ±100 for the full control effect
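GALK at 5 nM final was combined with compound, 35 uM ATP and 100 uM galactose in HEPES pH8.0 with MgCl2 and DTT. The reaction ran one hour at room temperature before luminescent ATP detection.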
MBNL1 CUG block: blocks human MBNL1 binding to CUG repeat RNA | Q9NR56 | TR-FRET MBNL1-His/biotin-(CUG)12 binding, 665/545 ratio | Potency, µM (doses to about 57.5 µM), for inactives: at the highest dose activity change, negative = inhibition, usual class: inhibitors | 280,000 compounds, 0.036% hits | AID 2675; active = well fitted inhibition curve with a large enough effect in the signal ratio, with a control signal flat, not every such curve was filed as active; inconclusive = small, poorly fitted or top-dose-only effect, or effect the other way, or a change in a side signal; inactive = no such curve, though single readings can be large or run the other way; the % refers to the signal ratio; note: potency is the fitted concentration of half-maximal effect; % is set by controls: 0 for no effect and ±100 for the full control effect
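Compounds (final 92 nM to 58 uM) are added to His-tagged MBNL1 and biotin-(CUG)12, then terbium anti-His antibody and streptavidin-XL665 (5 nM final). After 60 min at room temperature, the 665/545 nm ratio is read.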
CXXC DNA block: inhibitors of human MLL CXXC domain-DNA interaction; Q03164; MLL-CXXC / FITC-HOXA9 DNA fluorescence polarization; Potency, µM (top dose mostly 115 µM), inactives show at the top dose activity change, negative = inhibition, most hits filed as inhibitors; 290,000 compounds, 0.037% hits; AID 2662; active = well fitted inhibition curve with a large enough effect in the polarisation, with a control signal flat, not every such curve was filed as active; inconclusive = small, poorly fitted or top-dose-only effect, or effect the other way, or a change in a side signal; inactive = no such curve, though single readings can be large or run the other way; the % refers to the polarisation; note: potency is the fitted concentration of half-maximal effect
Target sequence (Q03164 whole entry, looked up, the tested form may be a part): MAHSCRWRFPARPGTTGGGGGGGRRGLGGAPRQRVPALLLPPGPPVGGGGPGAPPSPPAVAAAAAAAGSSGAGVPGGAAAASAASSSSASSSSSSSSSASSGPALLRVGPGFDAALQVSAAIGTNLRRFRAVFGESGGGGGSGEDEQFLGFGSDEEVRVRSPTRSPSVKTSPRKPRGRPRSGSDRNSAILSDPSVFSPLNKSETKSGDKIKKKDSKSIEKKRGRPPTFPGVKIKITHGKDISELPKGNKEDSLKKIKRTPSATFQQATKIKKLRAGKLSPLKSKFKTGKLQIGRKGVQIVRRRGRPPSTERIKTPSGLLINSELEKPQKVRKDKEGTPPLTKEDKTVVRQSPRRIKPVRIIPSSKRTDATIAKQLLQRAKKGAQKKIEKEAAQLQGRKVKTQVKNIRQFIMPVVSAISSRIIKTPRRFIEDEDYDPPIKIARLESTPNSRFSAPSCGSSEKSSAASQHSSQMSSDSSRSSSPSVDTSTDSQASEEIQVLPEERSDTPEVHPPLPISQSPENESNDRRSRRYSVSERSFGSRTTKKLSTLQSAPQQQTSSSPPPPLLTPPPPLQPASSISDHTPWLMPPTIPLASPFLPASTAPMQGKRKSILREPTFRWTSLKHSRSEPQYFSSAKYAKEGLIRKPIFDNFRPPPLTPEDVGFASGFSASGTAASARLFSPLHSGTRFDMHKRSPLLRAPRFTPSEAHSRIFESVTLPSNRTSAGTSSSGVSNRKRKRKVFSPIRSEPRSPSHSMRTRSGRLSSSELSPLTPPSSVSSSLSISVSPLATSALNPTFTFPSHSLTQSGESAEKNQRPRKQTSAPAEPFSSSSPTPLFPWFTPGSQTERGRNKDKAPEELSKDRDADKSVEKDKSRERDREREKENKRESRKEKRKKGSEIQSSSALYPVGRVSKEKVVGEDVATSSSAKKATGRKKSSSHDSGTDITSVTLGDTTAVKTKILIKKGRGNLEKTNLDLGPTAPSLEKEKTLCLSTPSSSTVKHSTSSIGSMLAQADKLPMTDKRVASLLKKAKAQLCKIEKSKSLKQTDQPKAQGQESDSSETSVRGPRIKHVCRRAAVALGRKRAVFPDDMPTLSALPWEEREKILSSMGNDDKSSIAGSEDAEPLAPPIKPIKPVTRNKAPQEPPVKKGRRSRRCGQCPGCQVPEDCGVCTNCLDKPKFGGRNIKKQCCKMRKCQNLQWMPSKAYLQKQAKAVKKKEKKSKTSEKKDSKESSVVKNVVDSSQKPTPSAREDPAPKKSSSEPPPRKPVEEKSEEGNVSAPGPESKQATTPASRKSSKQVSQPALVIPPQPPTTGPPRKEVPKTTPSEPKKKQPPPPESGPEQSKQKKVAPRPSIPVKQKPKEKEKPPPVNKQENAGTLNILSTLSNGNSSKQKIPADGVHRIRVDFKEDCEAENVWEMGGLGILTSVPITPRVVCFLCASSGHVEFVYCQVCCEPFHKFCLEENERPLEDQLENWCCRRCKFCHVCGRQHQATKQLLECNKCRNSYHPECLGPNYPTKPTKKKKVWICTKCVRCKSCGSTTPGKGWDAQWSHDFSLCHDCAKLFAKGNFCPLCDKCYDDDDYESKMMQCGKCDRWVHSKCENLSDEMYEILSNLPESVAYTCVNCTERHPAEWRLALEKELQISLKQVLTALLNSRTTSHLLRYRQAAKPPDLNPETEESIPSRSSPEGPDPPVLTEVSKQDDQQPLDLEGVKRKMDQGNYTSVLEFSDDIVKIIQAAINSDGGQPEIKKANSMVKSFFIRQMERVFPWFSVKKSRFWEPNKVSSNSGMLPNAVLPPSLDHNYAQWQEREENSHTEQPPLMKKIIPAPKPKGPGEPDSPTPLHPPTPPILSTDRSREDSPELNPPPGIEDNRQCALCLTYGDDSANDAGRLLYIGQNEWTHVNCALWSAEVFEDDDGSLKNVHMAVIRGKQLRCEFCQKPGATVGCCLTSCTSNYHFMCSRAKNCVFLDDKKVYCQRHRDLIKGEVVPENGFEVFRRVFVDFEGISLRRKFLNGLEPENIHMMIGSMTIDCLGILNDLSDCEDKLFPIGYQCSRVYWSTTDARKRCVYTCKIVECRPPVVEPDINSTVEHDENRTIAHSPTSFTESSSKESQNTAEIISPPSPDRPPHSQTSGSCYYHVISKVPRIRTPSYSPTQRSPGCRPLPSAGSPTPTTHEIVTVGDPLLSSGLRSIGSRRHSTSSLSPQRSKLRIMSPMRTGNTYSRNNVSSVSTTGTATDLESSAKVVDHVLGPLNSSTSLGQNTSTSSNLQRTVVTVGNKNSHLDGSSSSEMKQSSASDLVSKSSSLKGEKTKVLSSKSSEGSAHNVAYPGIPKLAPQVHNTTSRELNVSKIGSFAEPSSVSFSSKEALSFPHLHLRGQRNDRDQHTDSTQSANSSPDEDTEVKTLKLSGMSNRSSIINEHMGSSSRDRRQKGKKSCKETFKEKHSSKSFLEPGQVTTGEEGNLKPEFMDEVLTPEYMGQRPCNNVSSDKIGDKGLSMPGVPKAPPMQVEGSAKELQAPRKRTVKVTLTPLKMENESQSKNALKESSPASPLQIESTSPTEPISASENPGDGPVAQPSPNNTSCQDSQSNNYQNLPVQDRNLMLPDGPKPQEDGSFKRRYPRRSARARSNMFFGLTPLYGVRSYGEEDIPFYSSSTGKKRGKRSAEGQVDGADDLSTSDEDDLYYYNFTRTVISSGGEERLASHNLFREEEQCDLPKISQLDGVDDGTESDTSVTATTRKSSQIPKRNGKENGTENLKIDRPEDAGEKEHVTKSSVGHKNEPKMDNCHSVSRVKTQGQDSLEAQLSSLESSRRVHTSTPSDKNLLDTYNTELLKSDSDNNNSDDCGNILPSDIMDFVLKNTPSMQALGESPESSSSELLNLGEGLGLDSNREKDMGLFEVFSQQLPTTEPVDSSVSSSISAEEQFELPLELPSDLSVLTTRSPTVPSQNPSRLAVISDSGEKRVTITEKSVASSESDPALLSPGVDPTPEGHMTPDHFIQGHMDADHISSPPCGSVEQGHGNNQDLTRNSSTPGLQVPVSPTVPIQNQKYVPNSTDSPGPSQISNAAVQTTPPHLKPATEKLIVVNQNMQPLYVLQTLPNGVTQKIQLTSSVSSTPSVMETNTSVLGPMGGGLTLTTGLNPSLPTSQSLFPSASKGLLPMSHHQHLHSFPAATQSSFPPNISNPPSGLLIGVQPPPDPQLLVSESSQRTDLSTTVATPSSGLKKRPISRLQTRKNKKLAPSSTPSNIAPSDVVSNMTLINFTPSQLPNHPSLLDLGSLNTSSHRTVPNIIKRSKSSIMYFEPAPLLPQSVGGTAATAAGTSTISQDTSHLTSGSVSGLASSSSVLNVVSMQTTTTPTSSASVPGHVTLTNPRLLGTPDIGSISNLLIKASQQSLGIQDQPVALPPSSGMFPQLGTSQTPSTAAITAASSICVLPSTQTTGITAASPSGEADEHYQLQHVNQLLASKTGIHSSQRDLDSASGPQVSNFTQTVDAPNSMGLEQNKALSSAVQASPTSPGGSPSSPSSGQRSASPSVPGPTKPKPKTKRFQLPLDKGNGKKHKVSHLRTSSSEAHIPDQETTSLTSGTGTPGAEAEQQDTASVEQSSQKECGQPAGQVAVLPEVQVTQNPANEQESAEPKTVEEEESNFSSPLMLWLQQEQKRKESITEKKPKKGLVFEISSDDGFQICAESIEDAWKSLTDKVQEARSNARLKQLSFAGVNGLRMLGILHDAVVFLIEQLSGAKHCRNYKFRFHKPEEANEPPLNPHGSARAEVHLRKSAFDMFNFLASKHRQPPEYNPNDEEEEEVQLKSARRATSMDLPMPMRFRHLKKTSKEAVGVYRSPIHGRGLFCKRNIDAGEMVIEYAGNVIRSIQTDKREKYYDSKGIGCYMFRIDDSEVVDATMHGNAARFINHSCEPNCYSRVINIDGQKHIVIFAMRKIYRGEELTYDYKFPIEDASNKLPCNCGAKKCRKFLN
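Fluorescence polarization: 7 uM MLL-CXXC (stock) preincubated 5 min with compounds, then 50 nM fluorescein-HOX-A9 DNA (stock) added; 30 min ambient. Buffer 50 mM Tris-HCl pH 7.5, 50 mM NaCl, 1 mM DTT, 0.05% BSA.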
KCNH2 3.1 block: inhibitors of human KCNH2 3.1 potassium channel isoform. activity change, % (tested at about 1.8 µM). 340,000 compounds, 0.95% hits. U2OS KCNH2 3.1, thallium flux FluxOr; active compounds read low;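 active = maximum activity change below -70%; inconclusive = maximum activity change from -70% to -50%; inactive = maximum activity change above -50%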;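 note: thallium influx rate constant from kinetic fluorescence after stimulation buffer; % is set by controls: 0 for no effect and ±100 for the full control effect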
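U2OS cells transduced with KCNH2 3.1 mutant virus (1.77 x 10^8 /mL, 4 h), plated overnight at 37 C, loaded 45 min with FluxOr dye plus Red40 quencher. Thallium flux rate constant from kinetic reads after stimulation buffer, normalised to controls.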
TRPV1 ag: human TRPV1 agonism; 320,000 compounds, 0.19% hits; TRPV1-expressing cells, Fluo-8 calcium influx, agonist mode; activation, % at 8.33 µM; in the data active = activation above about 80%; inconclusive = between about 30% and that limit; note: 0% is about no effect
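Fluo-8 calcium influx in TRPV1-expressing cells, kinetic read (ex 480/em 520 nm). Compound added and read 3 min for agonist activity, followed by capsaicin at EC20 final and 2 min further read for enhancement.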
AT treatment: potential ataxia-telangiectasia treatments restoring KAP-1 phosphorylation; […] A-T fibroblasts, KAP-1 phosphorylation AlphaLISA; neocarzinostatin DNA damage 30 min before lysis; Potency, µM (series often up to 57.5 µM), inactives show at the top dose activation, hits mostly activators; 320,000 compounds, 0.19% hits; AID 485349; note: potency is the fitted concentration of half-maximal effect; % of control where 0% means no effect; nearly all actives have a fitted effect of over 45% in size
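hTERT-immortalized A-T patient fibroblasts ([…]), 500 cells/well in OPTI-MEM, 1% FBS, got compounds for 60 min, then NCS for 30 min at 37C. Lysates were then assayed for phospho-KAP-1 by AlphaLISA (anti-pKAP1 donor, anti-KAP1 acceptor beads), 6 hr at 25C.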
S-ASM inh: human S-ASM enzyme inhibition | P17405 | placental ASM, HMU-PC fluorogenic substrate, 60 min | Potency, µM (highest dose often 57.5 µM), without a hit: top-dose activity change, negative = inhibition, most hits filed as inhibitors | 340,000 compounds, 0.006% hits; note: potency is the fitted concentration of half-maximal effect
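HMU-PC0 cleavage (9 uM final) by human placental ASM, 60 min at 37 °C following 10 min compound exposure at RT; stopped at pH 10, fluorescence Ex 386/Em 447 nm.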
Active calls of the source: *; ? = inconclusive; . = no result given; [ ] = another dose, or the depositor's remark. Unless noted, calls come from the whole dose curve; as a rule, active = well fitted curve in the direction sought with a large enough effect; inconclusive = small, poorly fitted or top-dose-only effect, or another doubt; inactive = no such curve, though single readings can be large; an effect the other way counts as inactive or inconclusive. This is a random part of the collection, and some 2% of all compounds hit somewhere here.

nr	SMILES	KCNH2 WT inh	FBPA coupling cs	Integrin act MD	GALK inhibitor	MBNL1 CUG block	CXXC DNA block	KCNH2 3.1 block	TRPV1 ag	AT treatment	S-ASM inh
1	NC(=O)c1c(NC(=O)c2ccncc2)sc2c1CCCC2	-5	0	26%	1%	?	12%	5	1	-4%	-1%
2	Oc1ccc(C23CCCC2C2(CCCC2)c2ccc(O)cc2O3)c(O)c1 (stereo not given)	5	.	-15%	.	.	.	0	-1	10%	-4%
3	Cc1ccccc1NC(=O)C1c2ccccc2Oc2ccccc21	-4	1	0%	3%	-9%	11%	-8	0	4%	1%
4	O=C(O)C1C2CCCCC2=C2CCCCC2C1C(=O)O (stereo not given)	-8	4	1%	5%	-9%	10%	1	-2	1%	2%
5	CCN(CC(=O)NCc1cccs1)C(=O)c1cccc(S(=O)(=O)Nc2ccc(F)cc2)c1	-4	.	-21%	.	.	.	-8	.	.	-1%
6	COC(=O)CCC(=O)Nc1cc(S(=O)(=O)Nc2ccc(Cl)cc2)ccc1N1CCOCC1	2	-1	0%	-1%	-6%	3%	1	-8	9%	-2%
7	COc1ccc2[nH]c3c(c2c1)CCN1C(=O)C(CC(=O)NCCCN(C)C)C[C@H](C(=O)N(C(C)C)C(C)C)[C@@]31C (stereo not given in full)	-29	.	3%	.	.	.	-3	.	2%	0%
8	Cc1ccc(NC(=S)Nc2cccnc2)c(S(=O)(=O)N2CCCCC2)c1	4	0	-48%[inhibitor]	1%	-1%	1%	-1	2	1%	0%
9	CCCCCn1c(=O)[nH]c2cc(C(=O)NCCCN(CC)CC)ccc2c1=O	5	2	-57%[inhibitor]	-1%	1%	0%	-84*	2	-4%	237%[activator]
10	Cc1ccc2c(c1)c(CC(=O)Nc1ccc(C)c(F)c1)c(C(=O)O)n2C	-22	23	2%	0%	-5%	1%	6	-1	4%	-1%
11	COc1ccc(O)c(/C=N/NC(=O)c2cc(=O)[nH]c3ccccc23)c1	2	1	5.6µM*	1%	19%	2%	-10	-9	?	-1%
12	CC1CCCCC12NC(=O)N(CC(=O)NC(=O)Nc1ccc3c(c1)OCCO3)C2=O (stereo not given)	-2	4	-13%	0%	-3%	-1%	-14	18	-1%	-1%
13	Cc1cc(C)cc(NC(=O)c2ccc(CNc3c(N4CCOCC4)c(=O)c3=O)cc2)c1	-1	1	10%	1%	-4%	11%	3	-1	-1%	-5%
14	CC(=O)N1CCN(C2=NC(=O)/C(=C/c3ccc(OS(=O)(=O)c4ccccc4)cc3)S2)CC1	8	1	-18%	-13%	8%	1%	-34	6	-10%	-19%
15	CCOC(=O)c1c(NC(=O)C2CCCCC2C(=O)O)sc2c1CCCCC2 (stereo not given)	0	28	1%	-2%	2%	0%	-6	-2	4%	-6%
16	COC(=O)C1(Cc2ccc(O)c(CC3OC3(C)C)c2)OC(=O)C(O)=C1c1ccc(O)cc1 (stereo not given)	-7	1	4%	3%	-4%	9%	0	-1	0%	-1%
17	NC(=O)c1ccc(NC(=O)COC(=O)c2cc3ccccc3cc2O)cc1	-3	.	33%	.	.	.	26	.	19%	6%
18	O=C(CSc1nnnn1-c1ccc(O)cc1)c1ccc(F)cc1	-7	-4	-18%	.	-16%	-7%	-2	-5	-3%	0%
19	COCc1cc(=O)n2[nH]c(C)cc2n1	-3	-1	6%	-1%	-5%	14%	12	0	-5%	3%
20	CN(C)S(=O)(=O)c1ccc(Cl)c(NC(=O)COC(=O)/C=C/c2ccc(S(=O)(=O)N3CCOCC3)cc2)c1	5	3	3%	1%	-2%	13%	-24	-3	7%	-1%
21	CCOC(=O)c1nnn(CC(=O)NC(=O)Nc2cccc(CC)c2)c1C(=O)OCC	12	2	12%	1%	2%	6%	-8	1	-2%	-5%
22	O=C(N/N=C/c1ccc([N+](=O)[O-])o1)C(=O)Nc1ccc(C(=O)O)cc1	-8	1	-83%[inhibitor]	7%	.	3%	18	.	-5%	-1%
23	Cc1ccncc1CNC(=O)c1ccccc1	-8	.	-10%	.	.	.	0	.	.	0%
24	CCOc1ccc(-n2c(=O)c3c4c(sc3n(CC(=O)NCC3CCCO3)c2=O)CCC4)cc1 (stereo not given)	-29	2	-10%	2%	-3%	4%	-5	-5	-3%	-1%
25	CC(C)NC(=O)c1ccc(Cl)cc1Cl	-1	1	6%	5%	-5%	10%	-2	0	7%	4%
26	O=C(NCC1CCN(Cc2ccccc2Cl)CC1)Nc1ccccc1F	15	-1	-16%	4%	-7%	27%	-3	?	1%	0%
27	CCn1c(/C(C#N)=N/O)nc2ccccc21	-115*	11	-22%	0%	-11%	12%	-81*	-4	-6%	0%
28	Cc1ccc(/C=C2/CNC/C(=C/c3ccc(C)cc3)C2=O)cc1	15	.	-56%[inhibitor]	.	.	.	-6	.	.	-3%
29	COc1cc(C2/C(=C(\O)c3cc(C)ccc3C)C(=O)C(=O)N2CCN(C)C)ccc1O (stereo not given)	-15	1	-3%	1%	12%	0%	3	1	10%	1%
30	Cn1cccc1-c1cc(C(=O)O)[nH]n1	-5	-8	0%	0%	1%	-2%	2	6	-1%	3%
31	CCn1c(N2CCN(S(=O)(=O)CC)CC2)nc2ccccc21	-2	-1	1%	5%	-9%	?	2	1	-1%	0%
32	CSc1ccccc1OCc1cc(C(=O)N2CCCC(C)C2)no1 (stereo not given)	2	.	-17%	3%	0%	-4%	8	?	1%	-1%
33	COC(=O)C1=C(NC(C)=O)CCS1	-2	-2	5%	3%	?	-4%	-2	6	-1%	8%
34	COc1ccc(OC)c(CN2CCC(C(=O)N3CCOCC3)CC2)c1	12	1	18%	.	-5%[11.5 µM]	1%	13	0	0%	13%
35	COc1ccc(C(=O)Nc2c(Cl)cc(Cl)cc2C(=O)N2CCC(C)CC2)cc1	0	-1	10%	1%	.	-3%	-16	8	.	4%
36	O=C(COC(=O)CCc1ccccc1)Nc1ccccc1OC(F)F	2	-1	-16%	5%	-8%	4%	2	16	1%	-1%
37	COc1cccc(-c2nc(NCc3ccccc3)c3ccccc3n2)c1O	-1	-1	?	-1%	-6%	-1%	0	2	9%	-12%
38	COC(=O)Nc1ccc(S(=O)(=O)Nc2cc(C(F)(F)F)c[nH]c2=O)cc1	-12	0	-11%	-3%	2%	18%	-10	-1	-4%	-3%
39	CC1Oc2ccccc2C=C1/C=N/NC(=O)c1ccccc1 (stereo not given)	0	0	4%	-1%	26%	15%	-2	?	4%	295%[activator]
40	CC(C)c1ccc(/C=C(\NC(=O)c2ccccc2)C(=O)NCCN2CCOCC2)cc1	.	.	.	-5%	14%	2%	.	3	5%	.
41	CC(=O)NC12CC3CC(C1)CC(C(=O)N1CCN(S(=O)(=O)c4ccccc4C#N)CC1)(C3)C2	14	.	-6%	.	.	.	15	.	.	2%
42	Cn1ccc(C(=O)Nc2ccc3c(c2)OCCO3)n1	2	-1	-16%	6%	-4%	-2%	1	16	3%	0%

A draw from above in order of length of the SMILES, largest number first.
nr	SMILES	KCNH2 WT inh	FBPA coupling cs	Integrin act MD	GALK inhibitor	MBNL1 CUG block	CXXC DNA block	KCNH2 3.1 block	TRPV1 ag	AT treatment	S-ASM inh
31	CCn1c(N2CCN(S(=O)(=O)CC)CC2)nc2ccccc21	-2	-1	1%	5%	-9%	?	2	1	-1%	0%
32	CSc1ccccc1OCc1cc(C(=O)N2CCCC(C)C2)no1 (stereo not given)	2	.	-17%	3%	0%	-4%	8	?	1%	-1%
30	Cn1cccc1-c1cc(C(=O)O)[nH]n1	-5	-8	0%	0%	1%	-2%	2	6	-1%	3%
